High-throughput results as filed in PubChem BioAssay.
AID2073: disruptors of CaV2.2 binding to Mint1 – biochemical, HTRF (AID 2073). HTRF protein-protein interaction, Mint1-CaV2.2; higher % means a stronger effect. one-dose inhibition, % at 20 µM; IC50 in µM for titrated hits. 290,000 compounds, 0.19% hits; in the data active = inhibition mostly above about 51%, no sharp cut-off; inconclusive = no clear call, values can overlap the other calls; inactive = mostly below about 53%; note: some results filed as inactive read as strong as hits
LYP inhibition: inhibitors of LYP phosphatase, biochemical, fluorescence intensity, uHTS (AID 1779); one-dose inhibition, % at 11.5 µM; IC50 in µM for titrated hits; recombinant LYP phosphatase, fluorescence intensity; higher % means a stronger effect; 290,000 compounds, 0.054% hits; in the data active = inhibition above about 50%;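 note: plate controls were vehicle with enzyme for no effect and no enzyme for full effect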
HIV peptide binding: cell-free HIV fusion peptide-binding blockers – biochemical, uHTS, fluorescence dequenching, primary screen (AID 1986) | cell-free peptide binding, fluorescence dequenching, 30 min; higher % means a stronger effect | inhibition, % at 20 µM, or IC50 in µM where a hit was titrated | 290,000 compounds, 0.3% hits; in the data active = inhibition mostly above about 52%, no sharp cut-off; inactive = mostly below about 76%; note: some results filed as inactive read as strong as hits
SIAH1 antagonists: Siah-1 peptide-binding antagonists, primary screen, biochemical, fluorescence polarization, rhodamine-plectin, uHTS (AID 1817); Siah-1 / rhodamine-plectin peptide fluorescence polarization; higher % means a stronger effect; displacement, % at 20 µM; hits with a dose series show IC50 in µM; 290,000 compounds, 0.02% hits;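 active = displacement of at least 50% at 20 µM, with a fluorescence ratio check between 0.3 and a set limit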;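 note: plate controls were Siah plus tracer with DMSO for no effect and tracer alone without Siah for full effect; strong numbers were not always called active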
SV40 large T antigen: SV40 large T antigen inhibitors, biochemical (AID 1903); SV40 large T antigen ATPase/helicase inhibition assay; higher % means a stronger effect; 310,000 compounds, 0.39% hits; one-dose inhibition, % at 20 µM; IC50 in µM for titrated hits; in the data active = a potency from the dose series; inconclusive = inhibition mostly from about 32% at the one dose, without a potency; inactive = the rest, 99 in 100 with inhibition below about 32%; note: strong numbers were not always called active
Rac1 GTP hydrolysis: MgcRacGAP GTPase-activating activity inhibitors, confirmation, biochemical, ADP Hunter fluorescence. MgcRacGAP-stimulated Rac1 GTP hydrolysis, ADP Hunter fluorescence; higher % means a stronger effect; GST-tagged Rac1 F28L mutant substrate. inhibition, % at 30 µM; hits with a dose series show IC50 in µM. 340,000 compounds, 0.6% hits. AID 624330;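 active = first-screen hits whose inhibition reached a set limit at any dose in the follow-up dose series; inconclusive = inhibition above the set first-screen limit but never retested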;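 note: fluorescence reports GDP produced by GAP-driven GTP hydrolysis; strong numbers were not always called active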
NS5 inhibitors: Dengue-2 NS5 methyltransferase inhibitors, primary screen, biochemical, confirmation dose response (AID 588689). Dengue-2 NS5 methyltransferase capping enzyme assay, biochemical; higher % means a stronger effect. inhibition, % at 25 µM; hits with a dose series show IC50 in µM. 340,000 compounds, 0.3% hits; in the data active = a potency from the dose series; inconclusive = inhibition above about 29% without an active follow-up result
RSV CPE inhibition: inhibition of RSV-induced cytopathic effect – HEp-2 cells, primary 10 µM value included (AID 2391); CPE inhibition, % at 10 µM, or IC50 in µM where a hit was titrated; 310,000 compounds, 0.13% hits; HEp-2 cells, RSV-induced CPE inhibition; higher % means a stronger effect; in the data active = a potency from the dose series; inconclusive = CPE inhibition mostly from about 23% at the one dose, without a potency; inactive = the rest, 99 in 100 with CPE inhibition below about 21%; note: strong numbers were not always called active
XIAP displacement: XIAP antagonists, biochemical, IAP family, fluorescence polarization (AID 1018); XIAP BIR domain, fluorescence polarization peptide displacement; higher % means a stronger effect; displacement, % at 20 µM; hits with a dose series show IC50 in µM; 200,000 compounds, 0.007% hits; in the data active = displacement above about 50%; note: a part of the inactive calls stands beside numbers as strong as those of hits
NS5 inhibitors pilot replicate: second read-out of NS5 inhibitors, no call of its own (marks repeat the call); inhibition, %; measured here: pilot screen replicate inhibition
* hit, by the source's call; ? = inconclusive; . = not tested or not shown.

SMILES	AID2073	LYP inhibition	HIV peptide binding	SIAH1 antagonists	SV40 large T antigen	Rac1 GTP hydrolysis	NS5 inhibitors	RSV CPE inhibition	XIAP displacement	others
N#Cc1ccc(Oc2ccc(/C=N/O)cn2)cc1	2%	-6%	-1.2%	0%	7%	9%	-3%	1.1%	-10%
COC(=O)Cn1c(=NC(=O)CCS(=O)(=O)c2ccccc2)sc2c(OC)ccc(OC)c21	28%	-2%	3.0%	10%	19%	7%	-3%	2.3%	.
COc1cccc(NC(=O)c2cccc(C(=O)Nc3cccc(OC)c3)n2)c1	11%	-13%	0.1%	2%	10%	10%	0%	1.1%	.
NC(=O)c1nsc(C(=O)N(c2cccc(O)c2)C(C(=O)NC2CCCC2)c2ccc(Cl)cc2)c1N (configuration not stated)	34%	-12%	-1.4%	-1%	-3%	3%	-2%	-1.2%	.
COc1ccc(Oc2nccc(OC)c2C#N)cc1	8%	-1%	-1.7%	7%	14%	3%	-7%	-0.8%	-3.1%
Cc1cc(C)cc(N(CCC#N)C(=O)COC(=O)c2ccc(OCc3c(C)noc3C)cc2)c1	.	.	.	.	9%	4%	-4%	-0.2%	.
CN(C)CCC(=O)NCC1OCCc2ccccc21 (configuration not stated)	4%	1%	0.8%	1%	2%	8%	2%	-0.3%	-4.0%
CCCN1Cc2cccc(C(=O)NCc3ccccc3)c2C1=O	-3%	-4%	-2.5%	6%	7%	2%	-4%	0.4%	-1.3%
OCCNC(=S)Nc1cc(Cl)cc(Cl)c1	-22%	-7%	-1.3%	-4%	2%	11%	-4%	-0.5%	.
Cc1ccccc1NC(=S)N(Cc1cccs1)C1CCCC1	?	3%	-1.4%	1%	4%	0%	-1%	2.1%	-8.1%
Cc1ccc2oc(=O)c3cnn(CC(=O)NCCN(C)C)c3c2c1	15%	-1%	-1.3%	2%	4%	4%	-1%	1.8%	-16%
Oc1ccccc1-c1cc(C(F)(F)F)nc(-c2ccccc2)n1	3%	-2%	2.2%	5%	10%	6%	-1%	0.7%	-4.8%
O=C(CCSCc1ccccc1F)NCCc1ccccc1	1%	-5%	-1.1%	6%	3%	8%	-5%	2.7%	-8.1%
C=C(C)c1cccc(C(C)(C)NC(=O)N2CCCCC2CC)c1 (configuration not stated)	-3%	-6%	-1.3%	6%	16%	4%	-1%	2.0%	0.0%
CCCCC(=O)Nc1cccc(NC(=O)c2cccc([N+](=O)[O-])c2)c1	-8%	-5%	0.8%	-2%	5%	0%	-3%	8.0%	6.6%
CSCCC(N=Cc1c(O)n(-c2ccc(F)cc2)c(=O)[nH]c1=O)C(=O)O (configuration not stated)	-7%	-3%	-1.7%	0%	11%	.	.	.	-4.2%
O=C(NCCO)C(=O)Nc1cc2c3c(c1)CCN3C(=O)CC2	-1%	-4%	0.0%	-1%	10%	10%	-9%	-1.8%	.
O=C1/C(=C/c2cccc(Br)c2)SC(=S)N1CCC(=O)N(CCO)c1ccccc1	12%	0%	0.7%	-4%	7%	13%	-1%	22%	.
O=C(COc1cc(=O)n2c(n1)SCCC2)c1ccccc1	-10%	-7%	0.1%	0%	7%	5%	-11%	0.9%	-6.2%
CC1CCCN(CCCNC(=O)c2coc3nc4ccccc4nc23)C1 (configuration not stated)	-11%	-4%	4.6%	-1%	10%	19%	6%	-0.6%	-2.9%
COc1ccc(S(=O)(=O)Nc2nnc(C(C)(C)C)s2)cc1	-2%	0%	0.1%	1%	9%	11%	-1%	3.4%	-6.6%
CC1(C)NC(=O)N(CC(=O)N2CCN(c3cccc(C(F)(F)F)c3)CC2)C1=O	.	.	.	.	15%	-1%	-4%	4.3%	.
O=S(=O)(NC1CC1)c1ccc(S(=O)(=O)N(Cc2ccccn2)C2CCCC2)cc1	-4%	-1%	14%	1%	13%	6%	-5%	0.9%	-4.7%
CCOc1ccc(Nc2cc(C)nc(-n3nc(C)cc3C)n2)cc1	9%	-4%	1.3%	1%	1%	12%	-6%	3.0%	-4.6%
COc1nc(Nc2cccc(C)c2)nc(N2CCCCC2)n1	6%	-4%	3.9%	1%	15%	8%	-6%	2.6%	-3.1%
CC(=O)N1C(C(=O)O)CSC1c1cccc(C)c1 (configuration not stated)	-2%	-10%	-0.3%	0%	0%	-4%	1%	-0.4%	-7.3%
Cc1nc2sc(C(c3ccc(Cl)cc3)N3CCOCC3)c(O)n2n1 (configuration not stated)	-3%	-2%	-3.7%	0%	-1%	4%	-2%	2.1%	-1.3%
COc1ccccc1C(=O)NNC(=O)C1CC=CCC1 (configuration not stated)	-7%	-6%	-2.1%	-4%	-9%	9%	-3%	0.0%	.	NS5 inhibitors pilot replicate=-0.6
CC1(C)C(c2ccccn2)=[N+]([O-])C(C)(C)N1O	31%	-1%	3.6%	-1%	22%	18%	-3%	0.8%	-3.1%
CCCC(=O)N1CCN(Cc2ccc3c(c2)OCO3)CC1	0%	-5%	-0.2%	4%	0%	0%	7%	1.1%	-7.3%

No new results follow: entries from further up.
SMILES	AID2073	LYP inhibition	HIV peptide binding	SIAH1 antagonists	SV40 large T antigen	Rac1 GTP hydrolysis	NS5 inhibitors	RSV CPE inhibition	XIAP displacement	others
N#Cc1ccc(Oc2ccc(/C=N/O)cn2)cc1	2%	-6%	-1.2%	0%	7%	9%	-3%	1.1%	-10%
COC(=O)Cn1c(=NC(=O)CCS(=O)(=O)c2ccccc2)sc2c(OC)ccc(OC)c21	28%	-2%	3.0%	10%	19%	7%	-3%	2.3%	.
COc1cccc(NC(=O)c2cccc(C(=O)Nc3cccc(OC)c3)n2)c1	11%	-13%	0.1%	2%	10%	10%	0%	1.1%	.
NC(=O)c1nsc(C(=O)N(c2cccc(O)c2)C(C(=O)NC2CCCC2)c2ccc(Cl)cc2)c1N (configuration not stated)	34%	-12%	-1.4%	-1%	-3%	3%	-2%	-1.2%	.
COc1ccc(Oc2nccc(OC)c2C#N)cc1	8%	-1%	-1.7%	7%	14%	3%	-7%	-0.8%	-3.1%
Cc1cc(C)cc(N(CCC#N)C(=O)COC(=O)c2ccc(OCc3c(C)noc3C)cc2)c1	.	.	.	.	9%	4%	-4%	-0.2%	.
CN(C)CCC(=O)NCC1OCCc2ccccc21 (configuration not stated)	4%	1%	0.8%	1%	2%	8%	2%	-0.3%	-4.0%
CCCN1Cc2cccc(C(=O)NCc3ccccc3)c2C1=O	-3%	-4%	-2.5%	6%	7%	2%	-4%	0.4%	-1.3%
OCCNC(=S)Nc1cc(Cl)cc(Cl)c1	-22%	-7%	-1.3%	-4%	2%	11%	-4%	-0.5%	.
Cc1ccccc1NC(=S)N(Cc1cccs1)C1CCCC1	?	3%	-1.4%	1%	4%	0%	-1%	2.1%	-8.1%
Cc1ccc2oc(=O)c3cnn(CC(=O)NCCN(C)C)c3c2c1	15%	-1%	-1.3%	2%	4%	4%	-1%	1.8%	-16%
Oc1ccccc1-c1cc(C(F)(F)F)nc(-c2ccccc2)n1	3%	-2%	2.2%	5%	10%	6%	-1%	0.7%	-4.8%

Continued:
SMILES	AID2073	LYP inhibition	HIV peptide binding	SIAH1 antagonists	SV40 large T antigen	Rac1 GTP hydrolysis	NS5 inhibitors	RSV CPE inhibition	XIAP displacement	others
COc1ccc(Nc2ccc3nnc(-c4ccc(Br)cc4)n3n2)cc1	-11%	2%	-1.7%	1%	15%	.	.	.	0.8%
Cc1ccc(C(=O)NCCN(C)C)c(C)c1	-1%	-7%	-1.5%	5%	-4%	6%	0%	1.1%	-4.4%
CCCCNC(=O)N(c1c(N)n(Cc2ccccc2)c(=O)[nH]c1=O)C1CCCC1	6%	-4%	0.1%	1%	25%	1%	0%	-0.5%	-4.2%
COc1cc(C(=O)Sc2ccc(C)cc2)cc(OC)c1OC	-4%	-1%	-1.2%	4%	4%	12%	-22%	1.2%	-20%
CC(=O)c1cccc(NC(=O)CSc2nc(=O)n(Cc3ccccn3)c3c2CCC3)c1	.	.	.	.	10%	3%	-4%	0.0%	.
CCc1ccc2c(c1)cc(CN(C(=S)Nc1cccc(C)c1)C1CC1)c1nnnn12	-4%	0%	-2.0%	2%	21%	-2%	0%	0.9%	-8.7%
CCN(CC)CCn1c(C)nc2c(sc3nc4c(cc32)COC(C)(C)C4)c1=O	-14%	-4%	1.1%	-2%	7%	.	.	-0.7%	.
Cc1ccc(NC(=S)N2CCCC2)cc1C	36%	-5%	-0.5%	-1%	-1%	5%	-6%	0.7%	.
O=C(NC(=S)Nc1nc(-c2ccccc2)cs1)c1cccnc1	14%	-6%	-0.9%	12%	22%	6%	6%	8.1%	-3.6%
CCc1cc(=O)oc2cc(OCC(=O)NCc3ccccn3)ccc12	14%	-11%	-2.2%	1%	11%	13%	-2%	4.5%	.
CS(=O)(=O)N(CC(=O)Nc1ccc2c(c1)OCO2)Cc1ccccc1	11%	1%	-1.9%	-1%	1%	9%	0%	-0.2%	0.6%
COc1ccc(CNCCSc2nnnn2C)cc1OC	6%	-1%	-1.1%	0%	-8%	9%	-2%	0.6%	-3.3%
Cc1cc(C)n(C(=O)c2cc3c(s2)CCCC3)n1	7%	4%	-1.4%	-3%	6%	9%	1%	1.6%	-1.0%
COCCNC(=S)N/N=C(\C)c1ccc(C)c([N+](=O)[O-])c1	-20%	1%	-2.3%	4%	14%	0%	-6%	11%	-4.4%
CCc1ccc2[nH]c3nc(C)cc(C)c3c(=O)c2c1	23%	-10%	1.0%	16%	8%	2%	3%	1.4%	-4.1%
COC(=O)C(C)N1CCC(=O)c2ccccc2S1(=O)=O (configuration not stated)	5%	-2%	1.1%	5%	10%	2%	-10%	1.6%	.
CCOc1ccccc1CN1CCC(n2nccc2NC(=O)C2CCCC2)CC1	14%	-4%	-0.6%	-6%	3%	9%	6%	4.5%	.
Cc1ccc2nc(CCl)[n+]([O-])c(-c3ccccc3)c2c1	-8%	-8%	-1.7%	-5%	13%	10%	-11%	-0.3%	.	NS5 inhibitors pilot replicate=-7.0
O=C(NNC(=S)NC(=O)c1ccco1)c1ccc(F)cc1	-26%	1%	3.8%	-7%	8%	15%	-4%	-2.0%	.
Cc1ccccc1C(=O)NC1CCN(C(=O)NCc2ccccc2)CC1	-6%	-2%	1.2%	-2%	7%	-2%	2%	1.5%	.
Cn1nc(C(=O)N2CCN(c3ccccc3F)CC2)c2c1-c1ccccc1S(=O)(=O)C2	11%	0%	1.5%	0%	2%	12%	2%	7.9%	.
O=C(NNC(=O)c1ccccc1Br)c1ccc(SCC2CCCO2)c([N+](=O)[O-])c1 (configuration not stated)	8%	-5%	-3.5%	-2%	5%	-3%	0%	2.0%	-5.3%
Cc1ccccc1N1CCN(C2CCCN(C(=O)CCC(F)(F)F)C2)CC1 (configuration not stated)	1%	-10%	0.8%	-1%	9%	0%	4%	1.4%	.
O=C(O)CN1CCN(CC(=O)O)CCN(CC(=O)O)CCN(CC(=O)O)CC1	.	.	.	.	13%	4%	1%	2.2%	.
